GBA activity up – glucocerebrosidase activity enhancement; L444P Gaucher fibroblasts, 4-MU-glucoside fluorescence, 3 days; activation, % at 10 µM; P04062; 30,000 tested, 0.44% active; in the data active = activation above about 65%;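 also: 0% = vehicle wells and 100% = positive control wells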
Target sequence (P04062 whole entry L483P): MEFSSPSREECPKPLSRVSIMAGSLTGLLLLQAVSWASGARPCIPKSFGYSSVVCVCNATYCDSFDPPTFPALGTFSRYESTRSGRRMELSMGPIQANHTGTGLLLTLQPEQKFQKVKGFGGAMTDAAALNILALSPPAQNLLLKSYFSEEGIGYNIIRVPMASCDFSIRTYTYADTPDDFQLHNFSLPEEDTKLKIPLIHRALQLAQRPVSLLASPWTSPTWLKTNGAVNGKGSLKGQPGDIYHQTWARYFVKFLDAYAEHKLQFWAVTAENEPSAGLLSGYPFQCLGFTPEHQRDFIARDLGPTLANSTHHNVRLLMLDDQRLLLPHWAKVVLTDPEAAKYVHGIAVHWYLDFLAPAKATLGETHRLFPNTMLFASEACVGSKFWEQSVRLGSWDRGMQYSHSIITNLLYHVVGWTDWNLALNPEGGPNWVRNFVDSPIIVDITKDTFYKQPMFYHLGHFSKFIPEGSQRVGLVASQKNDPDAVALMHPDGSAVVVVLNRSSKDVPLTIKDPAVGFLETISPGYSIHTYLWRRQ
* marks the source's active call; other numbers are inactive results.

SMILES	GBA activity up
CCOc1ccccc1OCCOCCN1CC(C)OC(C)C1 (stereo not given)	-15
CCOC(=O)c1c(NC(=O)CSc2nnc(C)c(=O)[nH]2)sc2c1CCC2	0
O=C(CN1CCC(O)(c2ccc3c(c2)OCO3)CC1)OC1CCCCC1	-25
CCCNC(=O)N1CCN(c2ncccn2)CC1	-8
O=C(CN1CCN(c2ccc(F)cc2)CC1)Nc1nnc(-c2ccccc2)s1	-2
CCC(CC)C(=O)Nc1cc(NC(=O)C(CC)CC)cc(C(=O)O)c1	-3
O=C(CN1CCC(n2nnc3cc(F)ccc32)CC1)Nc1ccccc1N1CCOCC1	5
CCCn1nnc(NC(=O)c2ccc(OCC)c(Cl)c2)n1	1
CC(=O)c1cccc(S(=O)(=O)N(Cc2cc3cc4c(cc3[nH]c2=O)OCCO4)CC2CCCO2)c1 (stereo not given)	-5
CCCS(=O)(=O)N1CCCC(C(=O)NCc2ccco2)C1 (stereo not given)	-8
Cc1nn2c(-c3ccccc3)nnc2c2ccccc12	-9
N#CCCCN1C(=O)C(O)(CC(=O)c2ccc3c(c2)OCCO3)c2ccccc21 (stereo not given)	14
COC(=O)C1=CN(C(C)C)C=C(C(=O)OC)C1c1cccc(OC)c1	5
CCCS(=O)(=O)N1CCCC(C(=O)N2CCOCC2)C1 (stereo not given)	-12
CCOc1ccc2[nH]c(S(=O)(=O)CC)nc2c1Cl	11
CC(=O)c1c(N)[nH]c(-c2ccccc2)nc1=S	4
CCOCCCNC(=O)C1CCN(c2cc(C)nc3c(-c4ccc(OC)c(OC)c4)c(C)nn23)CC1	2
CCOC(=O)c1sc(NC(=O)CSc2nnnn2-c2ccc(C)c(C)c2)nc1C	-29
CCc1nnc2n1N=C(c1ccc(-c3ccc(Cl)cc3Cl)o1)CS2	-19
COc1ccc(NC(=O)N2CCn3c2nc2ccccc23)cc1	-8
O=C(COC(=O)C1(c2ccc(F)cc2)CCCC1)N1CCN(C(=O)c2ccco2)CC1	-6
Cc1ccc2c3c1C1(C(=O)N3C(C)(C)CC2C)C(C#N)=C(N)Oc2cc(O)ccc21 (stereo not given)	-14
O=C(CSc1n[nH]c(-c2ccccc2O)n1)N1CCCc2ccccc21	2
CCOC(=O)c1ccc(NC(=O)Cn2cccc2)cc1	56
COc1ccc2nc3oc(C(=O)N4CCN(c5ccccc5F)CC4)cc3cc2c1	-29
CCCCOc1ncnc2c1[nH]c1ccc(F)cc12	-22
CC(CN1CCOCC1)OC(=O)COc1ccc(F)cc1 (stereo not given)	-39
COCCN1C=C(C(=O)OC)C(c2cc3c(cc2Br)OCO3)C(C(=O)OC)=C1	-6
CCOC(=O)C1=C(C)NC(=O)NC1c1c(OCC(=O)N2CCCCC2)ccc2ccccc12 (stereo not given)	-3
CCOC(=O)N1CCN(C(=O)CCC(=O)N2CCOc3ccc(C)cc32)CC1	-3
O=C(c1ccco1)N1CCN(C(=O)C(Cc2ccccc2)NS(=O)(=O)c2cccs2)CC1 (stereo not given)	-24
COC(=O)c1cccc(NC(=O)NC2CCCN2S(=O)(=O)c2ccc(Cl)cc2)c1 (stereo not given)	-8
COc1ccccc1NC(=O)CSc1nnc(COc2ccc(Cl)cc2)n1Cc1ccco1	-8
COc1ccc(-n2nnc3c(SCC(=O)Nc4ccc5c(c4)OCCO5)ncnc32)cc1	-21
Cc1nn(CC(=O)Nc2ccc(C(=O)N3CCCCC3)cc2)c(=O)c2ccccc12	1
O=C(CSc1c[nH]c2ccccc12)N1CCOCC1	-51
COc1ccc(-c2cc(C(F)(F)F)nc(NCc3ccco3)n2)cc1OC	-36
CCOc1ccc(-c2nnc(SCC(=O)N3CCOCC3)o2)cc1	-35
COc1ccc(C2C3=C(CCCC3=O)Nc3nc(C(F)(F)F)nn32)c(OC)c1OC (stereo not given)	-12
O=C(NC1CCCCC1)N1CCCCCC1	-14
CCN1CCCC1CNC(=O)CCNC(=O)c1cc(OC)c(OC)c(OC)c1 (stereo not given)	-28
CC1CC(c2ccccc2)n2nc(NC(=O)CCc3ccccc3)nc2N1 (stereo not given)	-59
Cn1c(SCc2c(F)cccc2Cl)nnc1-c1cnccn1	-38
O=C(CCn1c(=O)oc2ccccc21)N(Cc1ccccc1)c1ccccn1	-36
O=C(c1cc2nc(-c3ccccc3)cc(-c3ccccc3)n2n1)N1CCN(C(=O)c2ccco2)CC1	-9
CC(CSc1nc2ccccc2s1)Cn1c(N2CCCC2)nc2c1c(=O)[nH]c(=O)n2C (stereo not given)	15
CCOC(=O)c1oc2ccccc2c1NC(=O)c1cccs1	-3
CC1(C)C2CCC1(C)C(OC(=O)CSc1nc(N)cc(=O)[nH]1)C2 (stereo not given)	-9
c1ccc(-c2nnc3n2NC(c2ccc4c(c2)OCO4)S3)cc1 (stereo not given)	28
COc1cc(OC)cc(C(=O)Nc2ccccc2N2CCOCC2)c1	0
Cc1nn(Cc2ccccc2Cl)c(C)c1NC(=O)C1C2CCC(O2)C1C(=O)O (stereo not given)	-17
C=CCn1c(N2CCCCCC2)nc2c1c(=O)[nH]c(=O)n2C	-13
CCCCNC(=O)CSc1nnc(-c2ccco2)n1C	-32
CCc1nc(SCC(=O)Nc2nccs2)c2oc3ccccc3c2n1	-29
COc1cc(OC)c(NC(=O)c2ccc(Br)o2)cc1Cl	9
Cn1nccc1/C=C(/C#N)S(=O)(=O)c1ccccc1	2
CC(=O)OCC(OC(C)=O)C(OC(C)=O)C(OC(C)=O)C(=O)Nc1ccc(C)cc1C (stereo not given)	1
O=C(/C=C/c1ccccc1)c1ccccc1	-38
Cc1nnc2n1NC(c1ccc(Cl)cc1)C(C(=O)N1CCC(C)CC1)S2 (stereo not given)	-7
O=C(CN(CC1CCCO1)C(=O)CCC(=O)Nc1ccccn1)NCC1CCCO1 (stereo not given)	0
Remaining list, next part.
SMILES	GBA activity up
CN(Cc1cccc(F)c1)C(=O)c1ccc(S(=O)(=O)C(F)F)cc1	11
CCCCCCn1c(=O)c(-c2nc3ccccc3c(=O)[nH]2)c(O)c2ccccc21	3
COc1ccc(-c2nnc(SC(C)C(=O)Nc3cccc(Cl)c3)o2)cc1 (stereo not given)	16
O=C1CCC/C1=c1\s/c(=C\c2cccnc2)c(=O)n1-c1ccccc1	-25
CC(=O)c1c(C)[nH]c(C(=O)OC2CCCCC2=O)c1C (stereo not given)	-7
COc1cc(C)c(S(=O)(=O)N2CCOCC2)cc1C(C)C	0
c1cncc(-c2nc(N3CCCCCC3)c3ccccc3n2)c1	23
O=C1c2ccccc2C(=O)N1OCc1ccccc1	-1
CCOC(=O)N1CCN(C(=O)Cn2nc(C)c3sc4ccccc4c3c2=O)CC1	-8
CCOCCOC(=O)c1[nH]c2c(c1C)C(=O)CC(c1ccc(N(C)C)cc1)C2 (stereo not given)	-7
Cc1ccccc1-n1nc(C)c2cc(C(=O)N3CCOCC3)sc21	-34
O=C1CCCC2=C1C1(CCCCC1)N=C(Nc1nc3ccccc3s1)N2	-4
O=c1c(C/C=C/c2ccccc2)c(O)nc2n1CCCS2	1
CCOC(=O)C(C(=O)OCC)C1N=C(N)N=C2Oc3ccccc3N21 (stereo not given)	-1
COc1ccc2[nH]c3c(=O)n(CCCCC(=O)N4CCC(C(N)=O)CC4)c(=S)[nH]c3c2c1	11
CSc1ncc(Cl)c(C(=O)Nc2ccc(S(=O)(=O)N3CCOCC3)cc2)n1	8
COCCN(CC(=O)Nc1ccc(F)cc1)S(=O)(=O)c1ccc(S(=O)(=O)N2CCCC2)cc1	-25
CC(C)OC(=O)c1cccc(C(=O)OCc2ccco2)n1	-2
CCOc1ccc(-c2nn3c(-c4ccc(F)cc4)nnc3s2)cc1	2
CC(=O)[C@@]1(O)CC[C@H]2[C@@H]3CCC4=CC(=O)CC[C@]4(C)[C@H]3[C@@H](O)C[C@@]21C	-19

Quoted at random: 2 records from the list, in no set order.
SMILES	GBA activity up
c1ccc(-c2nnc3n2NC(c2ccc4c(c2)OCO4)S3)cc1 (stereo not given)	28
CCCNC(=O)N1CCN(c2ncccn2)CC1	-8

Carrying on:
SMILES	GBA activity up
CCCCn1c2c(c(=N)c3c1CCC3)CCC2	-29
CC1CCCC(NC(=O)CCn2c(=O)oc3ccccc32)C1C (stereo not given)	-20
COc1ccc(C2(C(F)(F)F)NC(=O)N(C)C(=O)N2C)cc1 (stereo not given)	6
O=C(Nc1cc(N2CCOCC2)ncn1)c1ccccc1	-4
CCCn1cc(NC(=O)c2cc3n(n2)C(C(F)(F)F)CC(c2ccccc2)N3)cn1 (stereo not given)	-31
Cc1onc(-c2c(F)cccc2Cl)c1C(=O)N1CCc2ccccc2C1	-7
COc1ccccc1N1C(=O)CC(Sc2nccc(C)n2)C1=O (stereo not given)	9
Cc1ccc(-c2csc3ncnc(OCC(=O)NC(=O)NCc4ccco4)c23)cc1	18
CCOC(=O)c1[nH]c2ccc(Br)cc2c1NC(=O)CCN1CCC(C(=O)OCC)CC1	-13
O=c1c(O)c(-c2ccc(O)cc2O)oc2cc(O)cc(O)c12	-17
O=C(C1CCN(S(=O)(=O)c2cccc3nsnc23)CC1)N1CCn2c1nc1ccccc12	58
CCOC(=O)COc1ccc(S(=O)(=O)NCc2cccnc2)cc1	-9
O=C(CSc1nnc(C2COc3ccccc3O2)o1)N1CCCc2ccccc21 (stereo not given)	1
O=C(COc1ccccc1)N1CCN=C1c1ccccc1	14
COc1ccc(-c2c(C#N)c(N)nc3c2CCCC3)cc1OC	1
COc1ccc(C(C(=O)OC(C)CN(C)C)c2ccccc2)cc1 (stereo not given)	-4
CC(=O)Nc1ccc(C(=O)NC2CCCC2)cc1	9
Cn1c(-c2ccccc2)c(CCO)c2ccccc21	1
Cc1cccc(NC(=O)Nc2cccc(C)n2)n1	-3
Cc1nc2cc(-c3cccc(F)c3)nn2c(N2CCOCC2)c1C	8
COc1ccc(NC(=O)c2ccco2)c(OC)c1	-3
CN(C)S(=O)(=O)c1ccc(Oc2ccccc2)cc1	24
Cc1onc(-c2ccccc2Cl)c1C(=O)OCC(=O)N1CCCc2ccccc21	-13
CC(C)N(O)C(=O)NC(C)(C)C	-12
C=CCN(CC(=O)NCc1ccc(OC)cc1)C(=O)c1csnn1	28
CSc1cccc(NC(=O)CN(C)S(=O)(=O)c2ccc(C)cc2)c1	-13
Clc1cc(Br)ccc1OCCn1ccnc1	-17
Oc1[nH]c2ccccc2c1/C=N/c1nccs1	3
CN(CCc1ccccn1)Cc1ccc(Cl)cc1	1
Cc1ccc(CNc2nc3ccccc3n3nnnc23)cc1	-6
CCOC(=O)c1c(C)c(C(=O)Nc2cc(OC)ccc2OC)c(C)n1CC	60
COc1ccc(-n2nc3ccc(NS(C)(=O)=O)cc3n2)cc1Cl	7
O=C(Nc1cccnc1)c1ccc(CN2CCc3ccccc3C2)cc1	-4
O=C(Nc1cccc(-c2cn3cccnc3n2)c1)c1ccco1	9
CC1(C)C2CCC1(C)C(OC(=O)CCn1ccnc1)C2 (stereo not given)	-36
Cc1cc(C)c(C#N)c(N2CCSCC2)n1	-1
COc1ccc(CCN2C(=O)c3[nH]nc(-c4ccccc4O)c3C2c2cccc(O)c2)cc1OC (stereo not given)	13
N#CCSc1nnc(-c2cccnc2)n1-c1ccccc1	-22
Cc1ccc(C)n1NC(=O)c1ccc(Cl)cc1Cl	-19
O=C(OC1CCOC1=O)c1cncc(Br)c1 (stereo not given)	-15
O=S(=O)(c1cccc(S(=O)(=O)N2CCC(N3CCCCC3)CC2)c1)N1CCOCC1	-11
CCCc1[nH]nc2c1C(c1ccc(OC)c(Cn3nnc4ccccc43)c1)C(C#N)=C(N)O2 (stereo not given)	-3
Brc1ccc(-c2nnc3ccc(N4CCN(c5ccccc5)CC4)nn23)cc1	22
COc1cccc(C(=O)Nc2cccc(OC(C)=O)c2)c1	-13
Cc1nn(-c2ccccc2)c2c1/C(=N/O)CC(C)(C)C2	-19
O=C(Cn1nc(C(F)(F)F)c2c1CCCC2)NCc1ccco1	-23
COC(=O)C1(C(=O)OC)Sc2ccccc2C1=O	4
O=C(Cc1ccccc1)Nc1ccc(C(=O)O)cc1	36
O=S(=O)(NCc1ccccc1Br)c1cccs1	-10
COCCNC(=O)c1ccc(Cn2c(=S)[nH]c3cc4c(cc3c2=O)OCO4)cc1	43
C=CCn1c(C)cc(C(=O)CSc2nnc(Cc3ccccc3)o2)c1C	1
CS(=O)(=O)N1CCCC(C(=O)NCc2ccccn2)C1 (stereo not given)	-10
COCCn1cnnc1SCC(=O)Nc1ccccc1C(=O)Nc1ccc2c(c1)OCO2	-4
COc1cccc2c1N1C(=O)c3c(C(=O)O)cccc3C1CC2(C)C (stereo not given)	-6
O=C(CSc1nccn1-c1ccccc1)Nc1ccc2c(c1)OCO2	-41
O=c1c2ccccc2nc(-c2cccc(Cl)c2)n1O	5
CCOC(=O)C(Cc1cc(C(C)=O)ccc1OCC)C(=O)OCC	-5

17 entries from above, in CSV form.
compound,GBA activity up
CCOC(=O)C1=C(C)NC(=O)NC1c1c(OCC(=O)N2CCCCC2)ccc2ccccc12 (stereo not given),-3
CCOC(=O)N1CCN(C(=O)CCC(=O)N2CCOc3ccc(C)cc32)CC1,-3
O=C(c1ccco1)N1CCN(C(=O)C(Cc2ccccc2)NS(=O)(=O)c2cccs2)CC1 (stereo not given),-24
COC(=O)c1cccc(NC(=O)NC2CCCN2S(=O)(=O)c2ccc(Cl)cc2)c1 (stereo not given),-8
COc1ccccc1NC(=O)CSc1nnc(COc2ccc(Cl)cc2)n1Cc1ccco1,-8
COc1ccc(-n2nnc3c(SCC(=O)Nc4ccc5c(c4)OCCO5)ncnc32)cc1,-21
Cc1nn(CC(=O)Nc2ccc(C(=O)N3CCCCC3)cc2)c(=O)c2ccccc12,1
O=C(CSc1c[nH]c2ccccc12)N1CCOCC1,-51
COc1ccc(-c2cc(C(F)(F)F)nc(NCc3ccco3)n2)cc1OC,-36
CCOc1ccc(-c2nnc(SCC(=O)N3CCOCC3)o2)cc1,-35
COc1ccc(C2C3=C(CCCC3=O)Nc3nc(C(F)(F)F)nn32)c(OC)c1OC (stereo not given),-12
O=C(NC1CCCCC1)N1CCCCCC1,-14
CCN1CCCC1CNC(=O)CCNC(=O)c1cc(OC)c(OC)c(OC)c1 (stereo not given),-28
CC1CC(c2ccccc2)n2nc(NC(=O)CCc3ccccc3)nc2N1 (stereo not given),-59
Cn1c(SCc2c(F)cccc2Cl)nnc1-c1cnccn1,-38
O=C(CCn1c(=O)oc2ccccc21)N(Cc1ccccc1)c1ccccn1,-36
O=C(c1cc2nc(-c3ccccc3)cc(-c3ccccc3)n2n1)N1CCN(C(=O)c2ccco2)CC1,-9

Source: PubChem BioAssay (The Scripps Research Institute Molecular Screening Center)

This is a subset; count on the stated rates, not on these rows.
